High-throughput results as filed in PubChem.
Pol eta inh: qHTS for Inhibitors of Polymerase Eta; DNA polymerase eta (Homo sapiens), Q9Y253; recombinant Pol eta, fluorescent DNA replication assay; Potency, µM (top dose mostly 114 µM), without a hit: at the highest dose activity change, negative = inhibition, most hits filed as inhibitors; actives 1.2% (n = 390,000); AID 588591, 2011; also: potency is read from the fitted curve at half-maximal effect; % is scaled to controls: 0 for no effect and ±100 for the full control effect
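Pol eta (10 nM) was preincubated with compounds for 15 min at room temperature, after which fluorescent replication substrate (50 nM final) was added to start the reaction. Fluorescence was read kinetically at 0 and 10 min.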
Pol kappa inh: qHTS for Inhibitors of Polymerase Kappa | DNA polymerase kappa (Homo sapiens), Q9UBT6 | purified Pol kappa, fluorescent DNA synthesis assay, 10 min | Potency, µM (top dose mostly 107 µM), without a hit: at the top dose activity, negative = inhibition, hits mostly inhibitors | actives 0.53% (n = 400,000) | AID 588579, 2011; also: potency is read from the fitted curve at half-maximal effect; % is scaled to controls: 0 for no effect and ±100 for the full control effect
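First, compounds were pin-transferred onto 10 nM Pol kappa. After 15 min at room temperature, substrate was added to 50 nM final. Fluorescence was then measured kinetically at 0 and 10 min.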
LDHA block: qHTS assay for inhibitors of human lactate dehydrogenase. purified LDHA, NADH/diaphorase-resazurin fluorescence; hits give low values. activity change, % (values are at about 110 or 230 µM). actives 0.15% (n = 480,000). AID 1347041, 2019; in the data active = activity change below about -30%; inconclusive = mostly about -25% to -30%;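 also: plate controls were DMSO wells for no effect and wells without enzyme for full effect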
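LDH5 2 nM; NADH 0.06 mM, pyruvate 0.2 mM; 200 mM Tris pH 7.4, EDTA, Tween-20; 5 min RT. Detection: diaphorase 0.133 mg/mL + resazurin 37 µM, fluorescence ex540/em590 at 0 and 20 min; normalized to enzyme-free and DMSO wells.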
APEX1 inh: qHTS Assay for Inhibitors of the Human Apurinic/apyrimidinic Endonuclease 1 (APE1); DNA repair nuclease/redox regulator APEX1 (Homo sapiens), P27695; recombinant APE1, TAMRA/BHQ-2 abasic DNA cleavage fluorescence; Potency, µM (titrated, usually from 65.8 µM), inactives show top-dose activity change, negative = inhibition, hits mostly inhibitors; actives 0.35% (n = 350,000);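 also: potency is read from the fitted curve at half-maximal effect; plate controls were vehicle for no effect and reference inhibitor for full effect; nearly all actives have a fitted effect of over 55% in size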
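APE1 at 0.75 nM final was preincubated with compound 15 min at room temperature, then 50 nM double-stranded THF abasic-site substrate (5'-TAMRA/3'-BHQ-2) was added. Fluorescence (ex 525/em 598 nm) was read kinetically; third-minus-first read gave activity.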
Apoferritin bind: qHTS Assay for Identification of Novel General Anesthetics; apoferritin/1-aminoanthracene competitive binding, fluorescence; Potency, µM (top dose mostly 77.5 µM), for the others: at the highest dose activity change, negative = displacement, actives largely listed as inhibitors; actives 0.074% (n = 350,000); also: potency is read from the fitted curve at half-maximal effect; % is scaled to controls: 0 for no effect and ±100 for the full control effect; nearly all actives have a fitted effect of over 20% in size
Target sequence (P02791 2-175 limits assumed): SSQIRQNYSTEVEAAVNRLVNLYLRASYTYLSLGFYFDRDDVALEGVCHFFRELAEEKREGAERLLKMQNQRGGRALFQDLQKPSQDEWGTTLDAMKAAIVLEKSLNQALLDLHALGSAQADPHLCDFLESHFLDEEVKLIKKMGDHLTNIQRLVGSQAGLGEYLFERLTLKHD
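In PBS, apoferritin at 10 uM is loaded with 1-AMA from a 50% saturated solution. After 10 min of compound exposure at ambient temperature, reduced 535 nm fluorescence indicates probe displacement.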
POLI inh: qHTS for Inhibitors of Polymerase Iota | DNA polymerase iota (Homo sapiens), Q9UNA4 | Potency, µM (top dose mostly 115 µM), for the others: at the highest dose activity, negative = inhibition, most hits filed as inhibitors | Pol iota fluorescent replication assay, 10 min | actives 1% (n = 390,000) | AID 588590, 2011; also: potency is read from the fitted curve at half-maximal effect
Target sequence (Q9UNA4 whole entry, looked up): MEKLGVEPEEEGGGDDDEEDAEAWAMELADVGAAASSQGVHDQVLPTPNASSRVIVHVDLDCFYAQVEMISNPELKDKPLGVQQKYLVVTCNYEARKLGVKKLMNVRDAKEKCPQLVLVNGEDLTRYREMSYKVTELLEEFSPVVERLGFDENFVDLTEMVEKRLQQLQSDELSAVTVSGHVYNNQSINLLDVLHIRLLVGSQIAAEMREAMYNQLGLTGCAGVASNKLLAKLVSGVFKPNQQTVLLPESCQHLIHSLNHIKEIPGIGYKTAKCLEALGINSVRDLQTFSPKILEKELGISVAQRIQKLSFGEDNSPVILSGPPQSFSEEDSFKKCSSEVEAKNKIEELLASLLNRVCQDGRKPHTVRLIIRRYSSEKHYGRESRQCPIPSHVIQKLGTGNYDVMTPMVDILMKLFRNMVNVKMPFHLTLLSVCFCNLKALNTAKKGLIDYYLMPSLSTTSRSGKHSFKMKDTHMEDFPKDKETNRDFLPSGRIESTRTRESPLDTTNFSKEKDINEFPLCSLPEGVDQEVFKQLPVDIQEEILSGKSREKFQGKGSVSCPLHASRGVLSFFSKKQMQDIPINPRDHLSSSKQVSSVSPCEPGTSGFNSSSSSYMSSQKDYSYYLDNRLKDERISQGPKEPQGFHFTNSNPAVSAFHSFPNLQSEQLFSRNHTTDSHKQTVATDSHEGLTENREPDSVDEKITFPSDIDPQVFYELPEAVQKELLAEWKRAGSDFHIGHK
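Pol iota at 10 nM preincubated 15 min with compounds at room temperature; reaction started with fluorescent substrate, 50 nM final. Fluorescence read kinetically at 0 and 10 min; buffer-only wells as negative control.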
Glioma ERSR ind: qHTS for Inducers of the Endoplasmic Reticulum Stress Response (ERSR) in Human Glioma: qHTS | U87-MG GRP78 promoter luciferase reporter, 16 h | Potency, µM, for inactives: at the top dose activation, actives largely listed as activators | actives 0.02% (n = 420,000); also: potency is read from the fitted curve at half-maximal effect; series mostly up to about 76 µM; % of control where 0% means no effect; nearly all actives have a fitted effect of over 35% in size
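Stably transfected U87-MG human glioma cells carrying a GRP78-based luminescent sensor were seeded at 1000 cells/well, pin-dosed with compounds and incubated 16 h. Luciferase reagent was then added, and end-point luminescence was read after 10 min at room temperature.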
BLM helicase inh: qHTS Assay for Inhibitors of Bloom's syndrome helicase (BLM); recombinant BLM DNA unwinding, fluorescence dequenching; Potency, µM (doses to about 56.1 µM), without a hit: at the top dose activity change, negative = inhibition, hits mostly inhibitors; actives 0.2% (n = 350,000);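 also: potency is read from the fitted curve at half-maximal effect; plate controls were vehicle for no effect and no enzyme for full effect; nearly all actives have a fitted effect of over 35% in size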
Pol beta inh: qHTS Assay for Inhibitors of DNA Polymerase Beta; Pol beta primer extension/strand displacement, fluorescence kinetic; actives 1.3% (n = 340,000); P06746; Potency, µM (series often up to 114 µM), for the others: at the top dose activity change, negative = inhibition, usual class: inhibitors; AID 485314, 2010; also: potency is read from the fitted curve at half-maximal effect; % is scaled to controls: 0 for no effect and ±100 for the full control effect
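Pol beta (10 nM) was preincubated with compound for 15 min at room temperature. The reaction was then started with 50 nM substrate and read immediately and after a further 10 min at room temperature.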
* = called active by the depositor; ? = inconclusive; · = not tested or not shown; & = joins results of further samples; [ ] = remark or other dose. Unless noted, calls follow the shape of the dose curve; as a rule, active = well fitted curve in the direction sought with a large enough effect; inconclusive = small, poorly fitted or top-dose-only effect, or another doubt; inactive = no such curve, though single readings can be large; an effect the other way counts as inactive or inconclusive. An excerpt; rates above refer to the full screens.

SMILES	Pol eta inh	Pol kappa inh	LDHA block	APEX1 inh	Apoferritin bind	POLI inh	Glioma ERSR ind	BLM helicase inh	Pol beta inh
COc1ccc(CCN(C(=O)c2snc(C(N)=O)c2N)C(C(=O)NCC2CCCO2)c2ccc(F)cc2)cc1OC (stereo unspecified)	-23.2%	3.5%	-0.9	68.7%[activator]	-7.0%	128.0%[activator]	-1.3%	0.0%	-23.0%
Cc1ccc(-c2nc(CS(=O)CC(=O)NCc3ccccc3Cl)c(C)o2)cc1 (stereo unspecified)	-14.1%	-12.1%	2.0&-14.7	·	-14.5%	6.4%	-2.3%	-0.8%	-10.5%
COc1ccc(C(=O)NNc2ncnc3c2cnn3-c2ccccc2)cc1	9.4%	-2.2%[60.1 µM]	-16.6	·	2.4%	-13.4%	-5.8%	-3.7%	-27.3%
COc1ccc(CNc2oc(COc3ccc(Cl)cc3)nc2C#N)cc1	-17.3%	-21.5%	0.2	-6.2%	57.4%[activator]	-2.3%	-4.1%	-12.4%	23.7%
CC(C)c1cc(C(=O)NNC(=S)NCc2ccco2)c(O)c(C(C)C)c1	-28.5%	-14.9%	0.7	19.2%	-7.3%	8.9%	-5.7%	-9.7%	-1.4%
COc1ccc(C2CCCN2C(=S)Nc2ccc(C)c(C)c2)cc1OC (stereo unspecified)	-6.9%	3.2%	-0.2	-1.2%	-14.1%	40.7%[activator]	-2.5%	-5.5%	34.4%
Cc1nc(N2CCOCC2)nc(N2CCCCC2)c1[N+](=O)[O-]	-12.2%	-12.1%	-3.3	0.2%	-19.7%	0.8%	-1.7%	-5.1%	19.4%
O=C(c1ccc2c(=O)n(Cc3ccco3)c(=S)[nH]c2c1)N1CCN(Cc2ccccc2)CC1	-14.6%	-3.1%	-1.4	-8.4%	?	-11.4%	-1.3%	-5.4%	3.0%
CNC(=S)Nc1cc(OC)ccc1OC	-4.0%	0.0%	3.2	-0.2%	-14.7%	31.4%[activator]	1.4%	-11.5%	10.4%
CCOC(=O)Cc1cc(-c2ccc(OC)cc2)nc2ccc3ccccc3c12	-13.5%	-6.2%	-4.1	-4.9%	-3.0%	-4.6%	4.9%	-7.5%	-1.8%
C/C(=N\NC(=S)NC(C)C)c1ccc(Cl)c([N+](=O)[O-])c1	-9.0%	12.6%	-1.3	14.1%	-8.8%	29.1%	-1.3%	-0.4%	82.2%
CCN(CC)CCn1c(NS(=O)(=O)c2ccc(C)cc2)nc2ccccc21	-22.5%	-16.4%	-6.0	39.2%	·	11.3%	1.1%	·	·
N#Cc1c(NCCCO)nc(-c2ccco2)c2c1CCCC2	-4.1%	-3.2%	3.3&1.5	17.8%	-0.3%	-3.9%	-3.3%	-24.1%	7.4%
O=C(COC(=O)Cc1ccsc1)NCC12CC3CC(CC(C3)C1)C2	-14.4%	-7.4%	-7.0	2.5%	?	0.3%	-1.1%	-4.7%	18.2%
COc1c([N+](=O)[O-])ccc(N)c1N	·	3.2%	14.1	·	·	73.9%[activator]	-2.4%	·	·
CCOC(=O)c1cccc(NS(=O)(=O)c2ccc(-c3cnc(C4CC4)o3)cc2)c1	-21.6%	-8.0%[60.1 µM]	-1.0	·	-8.6%	1.0%	-2.8%	-9.4%	1.4%
O=C(CCc1ccccc1)N(Cc1cccnc1)c1nc2ccc(F)cc2s1	-5.3%	-13.2%[60.1 µM]	-7.2	·	-8.0%	0.1%	0.7%	-8.4%	7.0%
CCOC(=O)c1sc2ncnc(N3CCN(C)CC3)c2c1C	-7.9%	-6.1%	-9.8	1.7%	-10.9%	6.9%	1.6%	-10.0%	-10.5%
C=CCn1c2ccccc2c2nnc(SC(CC)C(=O)Nc3nc(C)c(C(=O)OCC)s3)nc21 (stereo unspecified)	-12.1%	-14.9%	0.6	-0.4%	?	-3.3%	-3.8%	-10.9%	21.8%
CCOC(=O)c1sc(Nc2nc(C)cc(OC)n2)nc1C	-6.0%	-5.6%	-11.2	-1.7%	-3.2%	9.8%	-1.2%	-0.6%	4.8%
CC(=O)N1c2ccc(S(=O)(=O)N3CCCC(C(=O)NCc4ccccc4Cl)C3)cc2CC1C (stereo unspecified)	-23.6%	-18.7%	-3.6	-9.2%	5.0%	39.4%[activator]	-4.3%	-5.7%	12.8%
COc1cc(OC)c2cc(C(=O)N/N=C/c3cccc(OC)c3O)[nH]c2c1	?	-20.3%	1.1	-5.9%	-10.4%	30.0%[activator]	-7.3%	-4.9%	?
CCOC(=O)c1c(C=O)c2sc(C)cc2n1C	?	4.3%	2.7	1.0%	-1.2%	36.7%[activator]	8.8%	-0.3%	0.2%
COc1ccc2cc(C(=O)C3CCCN(C(=O)c4cnn(C(C)C)c4)C3)ccc2c1 (stereo unspecified)	-22.8%	3.4%	-0.7	22.1%	-6.1%	-1.5%	2.1%	2.0%	?
C=CCN1C(=O)c2ccc(C(=O)OCC(=O)N(CC)c3c(N)n(Cc4ccccc4)c(=O)[nH]c3=O)cc2C1=O	-15.9%	8.9%	-4.7	·	·	-13.2%	-3.3%	·	·

Grouped by structure, those above with an NH in an aromatic ring (3)
SMILES	Pol eta inh	Pol kappa inh	LDHA block	APEX1 inh	Apoferritin bind	POLI inh	Glioma ERSR ind	BLM helicase inh	Pol beta inh
O=C(c1ccc2c(=O)n(Cc3ccco3)c(=S)[nH]c2c1)N1CCN(Cc2ccccc2)CC1	-14.6%	-3.1%	-1.4	-8.4%	?	-11.4%	-1.3%	-5.4%	3.0%
COc1cc(OC)c2cc(C(=O)N/N=C/c3cccc(OC)c3O)[nH]c2c1	?	-20.3%	1.1	-5.9%	-10.4%	30.0%[activator]	-7.3%	-4.9%	?
C=CCN1C(=O)c2ccc(C(=O)OCC(=O)N(CC)c3c(N)n(Cc4ccccc4)c(=O)[nH]c3=O)cc2C1=O	-15.9%	8.9%	-4.7	·	·	-13.2%	-3.3%	·	·

More records follow.
SMILES	Pol eta inh	Pol kappa inh	LDHA block	APEX1 inh	Apoferritin bind	POLI inh	Glioma ERSR ind	BLM helicase inh	Pol beta inh
O=C1OCCN1C(=O)[C@H]1[C@H](c2ccc(Cl)cc2)C(c2ccccc2)=NN1c1ccccc1	-7.2%	-11.4%	-3.7	-20.8%&-6.9%	441.2%[activator]	1.4%	-1.1%&-3.3%	-12.0%[75.6 µM]	·
C#CCCOC(=O)N1C2=NC(C(=O)OC)=C(C(=O)OC)[C@@H]3N(Cc4ccccc4)c4ccccc4[C@]23C[C@H]1C(=O)OC	-6.3%	-7.0%	-2.9	6.8%[12.4 µM]	-20.1%	?	-0.8%	-2.1%[12.4 µM]	1.6%
O=C(Nc1nccs1)c1ccc(-c2ccccc2[N+](=O)[O-])o1	?	-16.3%	-0.9	-5.9%	-15.2%	-9.5%	8.9%	-14.6%	?
Cc1cccc(NC(=O)c2cc(S(=O)(=O)NCc3ccco3)ccc2F)c1C	-12.0%	-12.4%	-5.4	-8.9%	-13.3%	-6.2%[58.9 µM]	-4.7%	-2.3%	14.1%
CC(=O)c1cccc(NC(=O)[C@@H](NC(N)=O)C(C)C)c1	-22.0%	-2.7%	-6.2	?	-2.4%	16.7%	-5.5%	2.1%	34.0%[activator]
CCOc1ccccc1NC(=O)COC(=O)c1c[nH]c2ccccc12	?	-3.2%	-9.7	?	·	16.4%	-4.5%	·	·
CC(C)(C)S(=O)N1Cc2cc(CO)cc(CCO)c2[C@H]1CCO (stereo partly specified)	-6.2%	-7.3%	5.3	·	·	21.5%	-0.7%	·	·
COc1ccc(/C=C(\C#N)C(=O)Nc2ccccn2)cc1	-15.5%	-1.3%	-2.4	45.3%[activator]	-9.6%	21.4%	4.7%	-0.1%	19.5%
COc1ccc([N+](=O)[O-])cc1NS(=O)(=O)c1cccc(C(=O)O)c1	-15.4%	-2.6%	-4.2	0.6%	-1.8%	1.4%	-3.7%	0.8%	0.4%
CCOC(=O)N1CCN(C(c2ccc(F)cc2)c2sc3nc(C)nn3c2O)CC1 (stereo unspecified)	-18.3%	15.7%	-0.7	-0.3%	1.2%	27.0%	-3.2%	-2.8%	1.6%
CCC(C)(C(=O)Nc1ccccc1C)N(C(=O)CNC(C)=O)c1ccc(C)cc1 (stereo unspecified)	-14.2%	-0.6%	-3.1	-2.9%	-15.0%	15.6%	0.0%	2.5%	17.4%
COc1ccccc1C(=O)NCC(=O)OCC(=O)Nc1cccc(S(=O)(=O)N2CCCCCC2)c1	2.8%	-2.0%	-9.5	-2.4%	-8.8%	25.8%	1.2%	-11.6%	20.9%
COc1ccccc1CNC(=O)c1ccc(Cl)c(S(=O)(=O)N2CCCC2)c1	-7.9%	12.5%	4.5	15.7%	·	5.6%	-4.4%	·	·
COCCNC(=O)CC(=O)N/N=C/c1ccc(C(=O)OC)cc1	-18.6%	0.4%	-2.6	-0.2%	-6.6%	157.8%[activator]	-4.9%	-5.4%	?
CC1CC(C)CN(CC(=O)NC(c2ccccc2)c2ccccc2)C1 (stereo unspecified)	-26.3%	-6.8%	-10.3	1.9%	-14.1%	13.3%	1.9%	-10.5%	-27.7%

Shown with two lines to a compound: part of the list above.
Each structure is followed by: Pol eta inh | Pol kappa inh | LDHA block | APEX1 inh | Apoferritin bind | POLI inh | Glioma ERSR ind | BLM helicase inh | Pol beta inh
> Cc1cccc(NC(=O)c2cc(S(=O)(=O)NCc3ccco3)ccc2F)c1C
    -12.0% | -12.4% | -5.4 | -8.9% | -13.3% | -6.2%[58.9 µM] | -4.7% | -2.3% | 14.1%
> CC(=O)c1cccc(NC(=O)[C@@H](NC(N)=O)C(C)C)c1
    -22.0% | -2.7% | -6.2 | ? | -2.4% | 16.7% | -5.5% | 2.1% | 34.0%[activator]
> CCOc1ccccc1NC(=O)COC(=O)c1c[nH]c2ccccc12
    ? | -3.2% | -9.7 | ? | · | 16.4% | -4.5% | · | ·
